Keap1 Nrf2 FP: inhibitors of human Keap1-Nrf2 protein-protein interaction. Keap1 Kelch-Nrf2 peptide fluorescence polarization, 1536-well. 0.15% of 340,000 active. Q14145. AID 504523. inhibition, % at 9.4 µM; in the data active = inhibition above about 12%;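 also: human Keap1 Kelch domain with fluorescein labeled Nrf2 9mer peptide probe; 0% = neutral control wells and 100% = peptide positive control; higher means more block of Keap1 binding to Nrf2 peptide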
C-LANA FP: inhibitors of KSHV LANA C-terminal domain DNA binding. MBP-C-LANA/FAM-LBS DNA binding, fluorescence polarization. inhibition, % at 9 µM. 0.078% of 340,000 active;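 active = highest replicate inhibition at or above 60% at 9 µM, even if other replicates fall short; inactive = all replicates below 60% inhibition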;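 also: 0% = neutral control wells and 100% = 4 µM acridine orange control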
MOR-DOR ag: agonists of human mu-delta opioid receptor heterodimerization; cells, OPRM1-OPRD1 heterodimerization, luminescence; activation, % at 9.3 µM; 0.3% of 340,000 active; in the data active = activation above about 18%;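 also: 0% = vehicle-treated cells and 100% = reference agonist; values of inactives mirror those of a sister screen read the other way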
Arrestin-AP2 inh: blocks beta-arrestin peptide binding to AP2 adaptin; FITC-arrestin peptide / GST-AP2 beads, flow cytometry; AP2 beta2 appendage carries R879A mutation; inhibition, % at 10 µM; 0.31% of 340,000 active; AID 504490;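 active = inhibition above a set limit, near 3 SD of compounds lacking own fluorescence, cut at about 54% in these data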;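 also: plate controls were DMSO wells for no effect and 5 µM unlabelled arrestin peptide for full effect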
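System: GST-AP2 R879A bound to glutathione beads, E. coli-expressed. Also added: 50 nM FITC-arrestin peptide. Schedule: compound with beads 12 min RT, then probe 1 h RT. Signal: bead flow cytometry, FITC channel. Read-out basis: percent response.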
Pemphigus Ab inh: human desmoglein-3 autoantibody binding inhibition; DSG3-coupled beads, scFv-anti-DSG3-GFP binding, flow cytometry; active compounds read low; binding (percent of control), % at 10 µM; 0.48% of 310,000 active; AID 588358;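 active = binding more than 3 SD below its plate's average and above zero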;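 also: hits lower antibody fragment binding to DSG3; some compounds called inactive have numbers as strong as hits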
Target sequence (P32926 whole entry, looked up, the tested form may be a part): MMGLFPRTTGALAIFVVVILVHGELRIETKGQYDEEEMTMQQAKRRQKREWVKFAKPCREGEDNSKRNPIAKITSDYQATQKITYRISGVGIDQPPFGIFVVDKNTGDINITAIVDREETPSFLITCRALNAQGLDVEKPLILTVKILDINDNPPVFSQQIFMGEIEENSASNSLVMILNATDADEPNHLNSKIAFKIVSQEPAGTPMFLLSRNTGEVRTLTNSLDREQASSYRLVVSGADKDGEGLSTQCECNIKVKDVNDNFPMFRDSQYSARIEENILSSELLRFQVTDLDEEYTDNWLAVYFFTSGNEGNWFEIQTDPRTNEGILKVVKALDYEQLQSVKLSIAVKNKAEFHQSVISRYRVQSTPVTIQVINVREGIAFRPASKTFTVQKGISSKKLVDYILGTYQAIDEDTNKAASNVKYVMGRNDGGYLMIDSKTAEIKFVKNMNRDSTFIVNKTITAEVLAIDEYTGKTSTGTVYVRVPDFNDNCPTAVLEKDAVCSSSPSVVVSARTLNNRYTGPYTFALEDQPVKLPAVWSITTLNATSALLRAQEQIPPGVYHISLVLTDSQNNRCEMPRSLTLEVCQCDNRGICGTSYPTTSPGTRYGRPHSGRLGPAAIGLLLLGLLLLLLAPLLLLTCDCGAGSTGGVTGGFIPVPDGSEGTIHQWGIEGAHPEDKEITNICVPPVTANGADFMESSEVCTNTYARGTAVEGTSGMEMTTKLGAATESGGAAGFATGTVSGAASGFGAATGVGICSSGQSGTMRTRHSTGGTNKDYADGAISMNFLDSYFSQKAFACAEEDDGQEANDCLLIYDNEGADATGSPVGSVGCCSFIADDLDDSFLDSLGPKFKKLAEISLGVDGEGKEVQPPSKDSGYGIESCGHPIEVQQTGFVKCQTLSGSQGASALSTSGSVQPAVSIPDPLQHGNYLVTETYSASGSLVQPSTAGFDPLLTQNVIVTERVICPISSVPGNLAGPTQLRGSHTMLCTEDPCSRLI
Cardiac RTF inh: cardiac RTF calcium desensitization. IANBD-labeled cardiac RTF, Ca2+ fluorescence. AID 493244. inhibition, % at 7.15 µM. P19429+P45379. 0.12% of 340,000 active;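 active = inhibition above the mean inhibition of all tested compounds plus 3 SD, cut at about 17% in these data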;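 also: assay run at fixed EC70 calcium of 1.6 mM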
V-ATPase pHluor: yeast V-ATPase proton transport regulation by pHLuorin; S. cerevisiae, pHLuorin cytosolic pH fluorescence; response, % at 10 µM; 0.37% of 350,000 active; AID 504577; in the data active = response mostly above about 7.3%, no sharp cut-off; inactive = mostly below about 5.4%; also: actives read high; inactives centre near 0; some compounds called inactive have numbers as strong as hits; reference of the scale not given here
OPRM1-OPRD1 inv: inverse agonist of human OPRM1-OPRD1 heterodimerization; P35372+P41143; cell-based MOR-DOR heterodimer luminescence, inverse agonism; inhibition, % at 9.3 µM; 0.21% of 340,000 active; in the data active = inhibition above about 22%, passing the limit was not always enough;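 also: 0% = cells with DMSO and 100% = wells without cells with DMSO; values of inactives mirror those of a sister screen read the other way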
Wnt act: activators of Wnt/beta-catenin signaling | AID 743398 | activation, % at 9.35 µM | 1.2% of 300,000 active | Wnt/beta-catenin reporter cell assay, activator, plate reader; in the data active = activation above about 30%, passing the limit was not always enough;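 also: 0% = neutral control wells and 100% = positive control wells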
RTF Ca sens act: increases calcium sensitivity of human cardiac regulated thin filaments | IANBD-labeled TnC RTF fluorescence at EC20 calcium; 0% EC20 calcium, 100% full calcium | 0.24% of 340,000 active | activation, % at 7.2 µM | P19429+P45379 | AID 493008;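 active = activation above the mean over all tested compounds plus 3 SD, cut at about 30% in these data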;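 also: rise in fluorescence read as greater calcium sensitivity of cardiac thin filaments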
Active calls of the source: *; . = no result given.

A first look (two entries):
SMILES	Keap1 Nrf2 FP	C-LANA FP	MOR-DOR ag	Arrestin-AP2 inh	Pemphigus Ab inh	Cardiac RTF inh	V-ATPase pHluor	OPRM1-OPRD1 inv	Wnt act	RTF Ca sens act
CCCC1=C(C(=O)OCC)C(c2ccco2)n2ncnc2N1 (centres undefined)	2.0	0.3	-3.0	-7.5	110.2	7.5	-3.3	15.0	1.1	-8.5
CCN(Cc1ccccc1)S(=O)(=O)c1ccc(S(=O)(=O)N(Cc2cccc(OC)c2)CC2CCCO2)cc1 (centres undefined)	-1.6	1.0	0.7	18.1	101.3	0.3	-1.2	-3.7	0.1	0.2

All compounds of this part, repeating the preview:
SMILES	Keap1 Nrf2 FP	C-LANA FP	MOR-DOR ag	Arrestin-AP2 inh	Pemphigus Ab inh	Cardiac RTF inh	V-ATPase pHluor	OPRM1-OPRD1 inv	Wnt act	RTF Ca sens act
CCCC1=C(C(=O)OCC)C(c2ccco2)n2ncnc2N1 (centres undefined)	2.0	0.3	-3.0	-7.5	110.2	7.5	-3.3	15.0	1.1	-8.5
CCN(Cc1ccccc1)S(=O)(=O)c1ccc(S(=O)(=O)N(Cc2cccc(OC)c2)CC2CCCO2)cc1 (centres undefined)	-1.6	1.0	0.7	18.1	101.3	0.3	-1.2	-3.7	0.1	0.2
CCOC(=O)C1(Cc2cccc(Cl)c2)CCCN(C(=O)CCC(=O)N(C)C)C1 (centres undefined)	-0.4	-1.0	-3.4	-1.9	84.2	9.6	0.2	17.0	-1.0	-3.2
Nc1c(Cl)cc(C2=NCCn3c2c2ccc(C(F)(F)F)cc2[n+]3[O-])cc1Cl	6.0	0.7	-0.5	19.5	100.5	-3.4	9.3	2.5	1.8	-1.7
CCCC1=NN2C(=N)/C(=C\c3ccc(OCCOc4ccc(NC(C)=O)cc4)c(OC)c3)C(=O)N=C2S1	-3.2	2.4	-0.6	34.3	91.5	-11.7	1.3	2.8	0.4	-0.6
O=C(Nc1ncc(Cl)cc1Cl)c1c(F)cccc1Cl	2.6	-2.1	-1.6	15.1	115.4	-3.1	2.0	7.7	1.1	1.0
CN(Cc1ccccc1)C(=O)c1ccc(NC2=NC3CS(=O)(=O)CC3S2)cc1 (centres undefined)	3.8	-0.9	-2.1	-7.3	92.9	-5.2	-2.1	12.2	0.1	3.4
CNC(=O)NC(=O)C(C)OC(=O)c1c(C)noc1C (centres undefined)	-3.9	-1.8	1.5	8.3	82.0	-7.5	0.0	-8.5	.	-1.1
Cc1c(OCC(=O)N[C@@H](Cc2ccccc2)C(=O)O)ccc2c1oc(=O)c1ccccc12	-0.7	-3.5	-1.3	6.4	100.6	-1.1	2.0	6.4	0.4	-2.8
O=C1Cc2ccccc2N1c1c(Cl)cccc1Cl	-1.4	3.3	-2.9	1.4	.	-4.0	-3.9	12.0	.	-3.4
CCC(C)n1c(C)cc(=O)n1C(C)CC (centres undefined)	-3.6	-1.0	-3.5	-1.8	95.7	-9.0	-0.3	17.8	-1.3	-2.5
CCc1ccc(N2C(=O)Cc3c2nc(N)c(C#N)c3N)cc1	-0.6	-1.1	-1.6	5.5	104.0	-5.1	-1.1	8.8	14.8	-0.1
COc1ccc(N2CCN(C(=O)CN(C)S(=O)(=O)c3cnc[nH]3)CC2)cc1	-0.6	-0.9	-2.5	3.7	111.3	1.2	-2.5	13.1	-6.1	-5.1
Cc1ccc(-c2nc3ncccn3c2Nc2ccc3c(c2)OCCO3)cc1	-5.9	0.2	-0.9	-1.8	99.5	0.1	0.2	5.1	22.2	9.9
Cc1ccc(C2C(C(=O)c3cc4ccccc4o3)=C(O)C(=O)N2CCN2CCOCC2)o1 (centres undefined)	1.7	3.5	-6.7	11.9	.	-6.3	-4.8	41.6*	10.9	-2.9
CCN(Cc1ccccc1)S(=O)(=O)c1cc(C(=O)OC)n(C)c1	-2.5	-1.5	2.2	9.5	105.3	-16.3	5.9	-11.2	-0.7	11.3
CC(C)CCC(C(=O)O)C(C)CC(=O)NC1CCCCC1 (centres undefined)	-4.2	-1.0	-1.3	4.7	100.0	2.5	-3.1	7.0	-0.9	3.2
CCOC(=O)c1[nH]c2ccccc2c1NC(=S)Nc1ccccc1C	1.3	2.1	0.6	5.8	96.5	-11.4	0.8	-3.3	12.8	4.9
Cn1cc(/C=C2\SC(=S)N(NC(=O)c3ccccc3)C2=O)c2ccccc21	-3.8	-0.2	-2.5	-5.0	127.2	-62.1	6.5	13.4	-0.8	70.2*
CCCOc1ccc([N+](=O)[O-])cc1C1NC(=S)NC(c2ccccc2)=C1C(=O)OCC (centres undefined)	-5.9	-0.4	-1.6	-6.1	102.2	10.6	2.0	9.1	.	4.2
O=C(COC(=O)c1cccc(O)c1)Nc1nnc(-c2ccccc2)o1	2.0	0.9	-1.7	-8.5	105.5	-5.5	-2.5	9.0	-2.5	-7.6
CCCCN1C(=O)C2Cc3c([nH]c4ccccc34)CN2C1=S (centres undefined)	-0.7	1.2	6.1	-7.3	113.0	-23.9	2.7	-28.6	-2.7	10.5
COC(=O)/C(=C/c1ccc(OC)cc1)NC(=O)c1ccco1	3.1	-1.6	0.2	44.9	100.1	-4.6	0.8	-1.3	.	-3.4
CCOC(=O)c1c(CC(C)C)csc1N	-0.7	-1.7	1.6	6.9	102.9	-5.6	0.0	-8.0	-4.1	-7.0
Cn1cccc1C(=O)OCC(=O)NCCc1ccccc1	-1.3	0.0	-1.3	44.8	.	-1.5	-0.3	5.3	15.6	-7.6
CC(NC(=O)C(=O)N1CCCCC1)C(c1cccs1)N1CCN(c2ccccc2)CC1 (centres undefined)	1.1	-0.5	-2.1	13.8	108.9	3.4	1.2	10.6	-0.7	0.3
CC(C)OC(=O)c1sc2nc3c(cc2c1N)C(=O)CCC3	0.9	1.5	-1.0	-4.6	95.1	-0.8	7.8	5.8	.	-7.4
CN=C(Nc1cccc(S(=O)(=O)N2CCOCC2)c1)c1ccccc1	0.5	1.0	-0.1	7.6	99.8	-3.3	3.2	0.3	-0.7	-3.8
COc1ccc(/C=N/NC(=O)c2cc(C)oc2C)cc1OC	-2.5	0.1	-2.7	-9.6	112.5	-1.2	-0.3	14.3	0.3	4.8
c1ccc(SCc2cc(-c3ccccc3)no2)cc1	-0.8	0.3	3.3	-3.0	107.3	-10.1	4.1	-16.6	12.3	5.5
COC(=O)C1=C(C)NC(=O)NC1c1cccc(OC)c1OCc1ccccc1 (centres undefined)	-4.0	-1.8	-3.0	14.9	104.3	4.6	7.4	13.3	.	-4.0
CCCCOC(=O)CCn1c(=S)oc2ccccc21	1.7	-0.3	2.7	-5.6	97.9	-8.8	1.8	-13.4	.	3.1
N#CC1=C(N)Oc2n[nH]c(-c3ccccc3)c2C1c1ccsc1 (centres undefined)	-0.3	-2.3	-2.5	16.0	110.2	1.3	2.6	12.1	.	11.3
C[C@H](N)c1nnc(SCc2ccc(Cl)cc2Cl)o1	3.1	1.0	-5.4	-10.2	104.4	0.1	0.4	24.7	.	-2.8
O=C(COC(=O)CNC(=O)c1ccccc1F)NC1CC1	1.7	0.1	-2.1	3.1	101.0	-9.2	2.6	8.0	-2.0	-2.8
COc1ccccc1NC(=O)COc1ccccc1C(=O)c1cnn(-c2ccccc2)c1	-4.6	0.7	0.7	-9.6	98.5	-13.9	2.9	-4.7	49.9*	1.9
CC(C)c1csc(CN2CCC(N3CCC(C(=O)N4CCOCC4)CC3)CC2)n1	2.1	0.4	-0.1	12.4	94.8	-1.9	-3.7	0.2	1.5	1.1
CC(=O)N1CCN(Cc2nc3ccc(Cl)cc3n2CCO)CC1	-2.7	1.4	0.6	18.0	.	0.2	-1.7	-4.5	12.0	-3.2
COc1ccc(OCC(=O)N2CCOCC2)cc1	-3.5	1.8	1.0	16.0	89.0	0.8	1.1	-6.0	.	-0.5
COc1ccc(CC(=O)Nc2ccccc2N2CCOCC2)cc1OC	-3.6	-0.8	0.5	11.5	101.5	-10.7	0.9	-2.7	-0.9	5.2

An excerpt from above with just Arrestin-AP2 inh:
Compound,Arrestin-AP2 inh
c1ccc(SCc2cc(-c3ccccc3)no2)cc1,-3.0
CCCCN1C(=O)C2Cc3c([nH]c4ccccc34)CN2C1=S (centres undefined),-7.3
O=C(Nc1ncc(Cl)cc1Cl)c1c(F)cccc1Cl,15.1
CN=C(Nc1cccc(S(=O)(=O)N2CCOCC2)c1)c1ccccc1,7.6
CCOC(=O)c1[nH]c2ccccc2c1NC(=S)Nc1ccccc1C,5.8

Further compounds follow:
SMILES	Keap1 Nrf2 FP	C-LANA FP	MOR-DOR ag	Arrestin-AP2 inh	Pemphigus Ab inh	Cardiac RTF inh	V-ATPase pHluor	OPRM1-OPRD1 inv	Wnt act	RTF Ca sens act
CCCN1Cc2cccc(C(=O)Nc3ccc4c(c3)OCCO4)c2C1=O	-4.1	-0.6	-3.1	-3.1	109.6	-0.2	0.1	15.2	-0.1	-7.8
OCCC1CN(CC2CC2)CCN1Cc1ccc(F)c(F)c1 (centres undefined)	0.2	8.4	-2.7	9.5	96.1	4.1	-1.1	12.7	-3.2	-2.0
CCCCNC(=O)Nc1cc(C)on1	-3.5	0.4	-3.1	-1.6	102.1	-3.6	3.8	14.0	2.2	2.9
O=C(NC1CCCCC1)C(c1ccc(F)cc1)N(Cc1ccco1)C(=O)c1ccccn1 (centres undefined)	0.4	-0.6	-0.3	19.8	102.4	-0.5	9.8	1.4	-2.0	2.5
Cn1c(N)c(C(=O)COC(=O)C2CCN(S(=O)(=O)c3cccs3)CC2)c(=O)n(C)c1=O	-0.5	1.7	-1.1	6.6	84.8	-3.4	0.5	6.1	0.9	2.1
Cn1c(SCCCC(=O)c2ccc(Br)cc2)nnc1-c1ccncc1	-7.4	-0.7	-1.3	2.6	90.7	-7.0	1.7	6.9	-5.2	2.5
COc1ccc(C(=O)/C=C/Nc2ccc(S(=O)(=O)Nc3nc(C)cc(C)n3)cc2)c(OC)c1	-1.4	1.2	-1.5	-3.2	101.0	-2.5	2.8	7.4	4.5	-5.6
CN(CCOc1ccccc1)C(=O)c1ccc2c(c1)OCO2	1.8	-0.3	0.1	-13.5	104.1	-2.5	2.9	-0.3	-2.2	-14.4
CCN(CC(=O)NCC1CCCO1)S(=O)(=O)c1ccc2ccccc2c1 (centres undefined)	0.9	1.1	-1.9	-7.8	106.4	1.4	-1.1	9.6	0.1	1.3
COc1cc(CCCN2C(=S)NC[C@H]2Cc2ccc(O)cc2)cc(OC)c1OC	-1.1	1.1	-0.2	-7.6	98.1	-1.1	0.2	1.1	-1.0	-3.3
Cc1cc2nc(-c3ccc[nH]c3=O)n(Cc3ccc(F)cc3)c2cc1C	-2.9	-0.1	-2.2	15.7	89.0	0.2	-5.0	10.9	4.0	-2.7
CCn1c(=O)n(CC)c2cc(S(=O)(=O)Nc3cc(C)cc(C)c3C#N)ccc21	4.2	-2.1	0.9	4.4	100.2	-3.5	8.9	-4.7	.	-4.6
CC(=NO)C1CCC2C3CCC4=CC(=NO)CCC4(C)C3C(=O)CC12C (centres undefined)	-2.1	-0.7	-1.5	0.6	108.3	-2.1	2.1	7.7	-4.4	2.8
Nn1c(SCC(=O)N2CCOCC2)nnc1-c1ccccc1Cl	-3.4	-1.4	-2.4	1.3	100.7	-10.3	0.9	12.6	.	14.0
CC1CCN(S(=O)(=O)c2ccc(NC(=O)[C@@H]3CCCN3C(=O)c3cccs3)cc2)CC1	-5.5	0.3	-2.8	5.9	.	-8.9	3.6	10.4	-3.3	-5.5
